Screening results from PubChem.
PAD4 FP inh: human PAD4 inhibitors, primary screen, biochemical, fluorescence polarization, 1536-well format. Protein-arginine deiminase type-4 (Homo sapiens), Q9UM07. recombinant PAD4, RCA probe fluorescence polarization. inhibition, % at 6.36 µM. hit rate 0.41% among 330,000. AID 485272, 2010;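 active = percent inhibition above a cutoff equal to the mean of all tested compounds plus 3 SD, cut at about 15% in these data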;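 note: 0% = PAD4 with RCA probe and DMSO and 100% = probe without PAD4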
Target sequence (Q9UM07 whole entry, looked up): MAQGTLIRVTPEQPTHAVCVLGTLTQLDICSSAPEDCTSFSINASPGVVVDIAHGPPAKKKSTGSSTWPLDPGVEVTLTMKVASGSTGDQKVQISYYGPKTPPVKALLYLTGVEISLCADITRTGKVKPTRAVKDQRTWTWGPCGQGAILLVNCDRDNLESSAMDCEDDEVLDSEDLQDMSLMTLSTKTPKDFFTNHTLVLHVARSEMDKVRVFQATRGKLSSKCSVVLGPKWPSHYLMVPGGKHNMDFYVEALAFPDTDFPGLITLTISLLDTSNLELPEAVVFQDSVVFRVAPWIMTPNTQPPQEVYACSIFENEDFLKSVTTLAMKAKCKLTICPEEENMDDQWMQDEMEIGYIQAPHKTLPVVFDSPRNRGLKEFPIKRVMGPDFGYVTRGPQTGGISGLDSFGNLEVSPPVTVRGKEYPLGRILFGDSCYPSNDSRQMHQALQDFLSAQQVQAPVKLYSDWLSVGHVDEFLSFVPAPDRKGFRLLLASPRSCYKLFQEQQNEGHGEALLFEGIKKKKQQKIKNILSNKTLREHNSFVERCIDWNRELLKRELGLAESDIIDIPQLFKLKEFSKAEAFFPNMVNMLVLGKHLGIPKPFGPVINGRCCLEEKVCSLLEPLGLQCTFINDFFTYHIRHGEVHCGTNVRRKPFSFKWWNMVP
MEX-5 binding: MEX-5 zinc finger RNA-binding disruptors – biochemical, C. elegans, fluorescence polarization, MLPCN library, primary screen | MEX-5/FITC-TCR2 RNA binding; hits give low values | activity score (negative = inhibition of binding), % at 10 µM | hit rate 0.38% among 300,000 | AID 1832, 2009;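 active = inhibition past about -25% in most replicates, and total fluorescence under double the plate's negative control median, limit read from the data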;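 note: 0% = DMSO and -100% = 5 µM competing unlabeled TCR2 RNA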
GSTO1 counter: inhibitors of recombinant GSTO1, primary screen, counter-screen for RBBP9 inhibitor project, biochemical, fluorescence polarization; Glutathione S-transferase omega-1 (Homo sapiens), P78417; activity-based probe fluorescence polarization; inhibition, % at 5.96 µM; hit rate 1.1% among 300,000;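 active = inhibition above the campaign mean inhibition plus 3 SD, cut at about 35% in these data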;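 note: 0% = GSTO1-1 with DMSO and 100% = wells lacking GSTO1-1 enzyme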
Fam108B inh: mouse Fam108B serine hydrolase inhibitors, primary screen, counter-screen for RBBP9 inhibitor project, biochemical, fluorescence polarization | recombinant Fam108B, FP-Rh probe fluorescence polarization | hit rate 0.33% among 300,000 | inhibition, % at 9.51 µM;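 active = inhibition above the screen mean inhibition plus 3 SD, computed separately per campaign, cut at about 18% in these data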;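 note: inhibitors lower polarization as less probe binds the enzyme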
MCL1 BIM primary: inhibitors of MCL1 binding to BIM-BH3, primary screen, biochemical, fluorescence polarization; GST-MCL1 / FITC-Bim-BH3 fluorescence polarization; AID 2057, 2009; hit rate 0.68% among 320,000; inhibition, % at 10.9 µM;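 active = inhibition above the mean inhibition of all tested compounds plus 3 SD, set per campaign, cut at about 40% in these data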;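 note: 0% = DMSO wells and 100% = unlabeled Bim-BH3 peptide control; higher means more loss of mP so more displacement of Bim peptide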
GLD-1 TGE inh: GLD-1/TGE RNA complex disruptors, primary screen, biochemical, fluorescence polarization; inhibition, % at 5.96 µM; Female germline-specific tumor suppressor gld-1 (Caenorhabditis elegans), Q17339; purified GLD-1 + fluorescein TGE RNA; hit rate 0.44% among 320,000;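 active = percent inhibition above a per-plate cutoff, the plate mean of test compounds plus 3 SD, cut at about 30% in these data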;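 note: 0% = DMSO wells with GLD-1 and probe and 100% = wells lacking GLD-1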
TPT1 inh: Candida albicans TPT1 enzyme inhibitors, primary screen, biochemical, fluorescence polarization | hit rate 0.81% among 300,000 | recombinant caTPT1, FP RNA substrate dephosphorylation | inhibition, % at 5 µM;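 active = inhibition above the mean of all tested compounds plus 3 SD, set per screening campaign, cut at about 24% in these data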;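 note: plate controls were DMSO alone for no effect and ferristatin control at 100 nM for full effect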
PME-1 primary: PME-1 inhibitors via competitive probe labeling, primary screen, biochemical, fluorescence polarization, FP-Rh probe, HTS. inhibition, % at 5.9 µM. hit rate 0.53% among 320,000. recombinant PME-1;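 active = inhibition above the campaign mean of all compounds plus 3 SD, cut at about 26% in these data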;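 note: competitive labeling of PME-1 active site by serine hydrolase directed probe; 0% = PME-1 with DMSO and 100% = wells lacking PME-1 enzyme; inhibitors block probe labeling so polarization falls and inhibition rises; many of its hits are not listed in these tables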
Target sequence (Q9Y570 whole entry, looked up): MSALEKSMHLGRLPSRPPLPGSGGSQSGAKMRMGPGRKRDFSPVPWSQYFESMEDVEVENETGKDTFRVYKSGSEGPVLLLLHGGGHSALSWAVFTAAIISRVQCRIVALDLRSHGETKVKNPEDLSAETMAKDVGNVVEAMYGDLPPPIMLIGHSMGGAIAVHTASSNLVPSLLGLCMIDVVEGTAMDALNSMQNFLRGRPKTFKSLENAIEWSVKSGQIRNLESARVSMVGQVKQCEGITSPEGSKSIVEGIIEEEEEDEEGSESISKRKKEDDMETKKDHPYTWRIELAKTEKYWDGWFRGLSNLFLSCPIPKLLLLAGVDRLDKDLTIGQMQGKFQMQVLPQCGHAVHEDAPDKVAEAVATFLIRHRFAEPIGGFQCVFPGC
BCLXL inh: inhibitors of human Bcl-xL, primary screen, biochemical, fluorescence polarization, HTS; Bcl-2-like protein 1 (Homo sapiens), Q07817; AID 2129, 2009; GST-Bcl-xL / FITC-Bim BH3 peptide fluorescence polarization; inhibition, % at 10.9 µM; hit rate 0.7% among 320,000;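 active = inhibition above the mean of all tested compounds plus 3 SD, cutoff set per campaign, cut at about 30% in these data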;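 note: 0% = DMSO wells and 100% = unlabeled Bim-BH3 peptide competitor; inhibitors lower millipolarization by displacing the labeled peptide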
* = called active by the depositor; . = not tested or not shown. Only part of the results is shown; the hit share may differ from the screen's.

SMILES | PAD4 FP inh | MEX-5 binding | GSTO1 counter | Fam108B inh | MCL1 BIM primary | GLD-1 TGE inh | TPT1 inh | PME-1 primary | BCLXL inh
Cc1ccc(NS(=O)(=O)c2ccc(-c3ccc(=O)[nH]n3)o2)cc1 | -3 | -1.3 | 3 | 0 | 7 | 5 | -4 | -6 | 3
COC(=O)c1cc(C(=O)OCC(=O)c2ccc[nH]2)cc([N+](=O)[O-])c1 | -4 | . | . | . | -13 | -1 | . | 1 | -9
Cc1ccc(S(=O)(=O)N/N=C/c2cccn2-c2ccc(Cl)cc2)cc1 | -3 | 1.4 | 9 | 2 | -19 | 3 | -1 | 3 | -10
O=C(NNC(=O)c1ccccc1[N+](=O)[O-])c1ccc(NC(=O)c2ccccc2)cc1 | -7 | -1.0 | 1 | 0 | 4 | 4 | 1 | -1 | 3
COCCNC(=S)N1CCN(Cc2cccc(OC)c2)CC1 | -5 | -0.8 | -1 | 2 | 3 | -1 | 2 | -2 | 7
O=C(O)CCC(=O)Nc1ccc(Br)cn1 | 3 | -2.1 | 3 | -1 | 7 | 7 | 2 | -5 | 4
O=C(Cn1cc(S(=O)(=O)Cc2cccc(F)c2)c2ccccc21)N1CCOCC1 | 3 | 1.3 | -1 | -5 | 7 | 4 | 1 | 0 | 2
O=C(O)CSc1nc(-c2ccc(Cl)cc2)nc2c1oc1ccccc12 | -2 | 0.3 | -63 | -20 | -5 | 6 | 3 | -35 | 5
CC(C)c1ccc(CC(C)C2C3=C(CCCC3=O)OC3=C2C(=O)CCC3)cc1 (stereo not drawn) | -4 | 2.3 | 7 | 10 | 3 | 8 | -1 | -2 | 11
Nc1nnc(CSc2ccc(Cl)cc2)s1 | -9 | 1.1 | 7 | -7 | -2 | -1 | 0 | -2 | -8
Cc1onc(C(=O)N2C(C)CCCC2C)c1[N+](=O)[O-] (stereo not drawn) | 0 | -2.5 | 7 | 0 | 4 | 7 | -3 | 0 | 5
COc1cc2c(cc1NC(=O)CCCCCN1C(=O)CCC1=O)oc1ccccc12 | 6 | 2.4 | 1 | 3 | 5 | 3 | 3 | 5 | 3
CCOc1ccc2ccccc2c1/C=N/NC(=O)c1cc(C)[nH]n1 | -2 | 0.3 | 4 | 7 | -1 | 4 | 3 | 12 | -4
Cn1nnnc1SCc1nc2scc(-c3ccccc3)c2c(=O)[nH]1 | -4 | -4.2 | -12 | 0 | -6 | -1 | 5 | 0 | -3
O=C(NCc1ccc(F)cc1)c1cc2c(s1)CCCC2 | -2 | 0.8 | -2 | -2 | 7 | 4 | -2 | 1 | 5
CCOC(=O)N1CCN(C(=O)c2ccc(OC)c(OC)c2)CC1 | -1 | 1.0 | -3 | -3 | -2 | -12 | -4 | 0 | -2
COC(=O)c1sccc1NC(=O)Nc1ccc(OC)cc1OC | 1 | 1.2 | 7 | 5 | 1 | 5 | -1 | 2 | 4
CC(NC(=O)C1CCC1)c1ccc(Cl)cc1 (stereo not drawn) | 0 | 0.4 | -6 | 3 | 6 | 13 | 0 | -1 | 3
CN1CCN(CC(=O)NC23CC4CC(CC(C4)C2)C3)CC1 | -1 | 0.9 | -1 | 2 | -7 | 5 | 1 | 1 | -1
Cc1ccc(Oc2nc3ccccc3n3c(C)nnc23)c(C)c1 | -3 | 0.8 | -5 | 1 | 1 | 0 | -8 | -3 | 7
Cc1cnc(CN2CCCC(C(=O)c3ccc4c5c(cccc35)CC4)C2)[nH]1 (stereo not drawn) | 3 | -2.2 | -2 | 6 | 0 | -5 | 6 | 4 | 4
COc1cccc(-n2c(Cc3cc(=O)[nH]c(=O)[nH]3)nnc2SC(C)C)c1 | -2 | -3.4 | 1 | 0 | 13 | 16 | -3 | -1 | 13
CCOC(=O)C1CCCN(C(=O)COc2ccccc2O)C1 (stereo not drawn) | -3 | 1.1 | 8 | 6 | 10 | 1 | -7 | 2 | 7
O=C(Nc1ccc2c(c1)OCO2)C1CC(=O)N(c2ccc3c(c2)OCCO3)C1 (stereo not drawn) | -5 | 1.7 | -3 | 0 | -4 | 1 | 0 | 5 | -2
CC(=O)Nc1nc2ccccc2n1CCN(C)C | 3 | 3.5 | 2 | 3 | -2 | 7 | -4 | -3 | 3
Cn1cccc1C(=O)NC(=O)COC(=O)CC12CC3CC(CC(Br)(C3)C1)C2 | 6 | 0.6 | 4 | 13 | 0 | 0 | -4 | 1 | 1
CCOc1ccc(N/C(SC)=C(/C#N)C(N)=O)cc1 | -4 | 0.8 | 5 | 0 | -13 | 4 | 1 | -1 | -15
O=C(CN1C(=O)CCSc2ccccc21)Nc1ccc2c(c1)OCCO2 | 3 | -1.0 | 2 | 1 | 4 | 4 | 3 | 3 | -1
O=C(CSc1nc2c(sc3ccccc32)c(=O)n1CCCN1CCCC1)NCc1ccccc1 | 1 | 1.5 | -4 | 0 | 13 | 3 | -3 | 6 | 6
C[C@]1(C(=O)NCCCNc2ncc(C(F)(F)F)cc2Cl)C=C[C@@H](Cc2ccccc2)N1C(=O)c1ccccc1 | 5 | 2.4 | 8 | 2 | 2 | 5 | -2 | -5 | 4
CCN(C(=O)COC(=O)c1ccc(O)cc1O)c1c(N)n(Cc2ccccc2)c(=O)[nH]c1=O | 7 | . | . | . | 12 | -2 | . | 2 | 2
OC(COc1ccc(Cl)cc1)CN1CCN(c2cccc(Cl)c2)CC1 (stereo not drawn) | 4 | -0.2 | -11 | 3 | 12 | 8 | -1 | 2 | 6
CCCN(CCC)C(=O)CSc1ncccc1C(=O)O | -7 | 0.0 | -4 | -1 | 3 | 1 | 1 | 2 | 0
CCCc1cc(=O)oc2cc(C)cc(OC(C)C(=O)N[C@@H](Cc3c[nH]c4ccccc34)C(=O)O)c12 (stereo partly drawn) | 1 | 2.2 | 6 | -5 | -1 | 6 | 0 | 3 | 3
Nn1c(SCC(=O)N2CCOCC2)nnc1-c1ccc(Cl)cc1Cl | -2 | -1.2 | 1 | 0 | -1 | -1 | 3 | -4 | 0
O=C(CSc1cn(CCNC(=O)c2cccs2)c2ccccc12)NC1CCCCC1 | -2 | -0.9 | -1 | 4 | 0 | 4 | 2 | 11 | -3
CCc1ccc(C(=O)NNc2cc(Cl)ccc2Cl)cc1 | 1 | 0.4 | -8 | -3 | 8 | -2 | -2 | 5 | 4
CC(=O)c1c(N2CCN(c3ccc(F)cc3)CC2)nc(=S)n(-c2ccccc2)c1C | -4 | -4.8 | 4 | 0 | 11 | -7 | 18 | 0 | 16
Cc1ccc(S(=O)(=O)NCC(=O)NCc2cc(=O)n(C)c(=O)n2C)cc1C | 4 | -0.1 | 2 | 1 | 7 | -9 | -1 | -2 | 5
Cc1ccc(-n2[nH]c(C)c(C=Nc3ccc(S(=O)(=O)Nc4nc(C)cc(C)n4)cc3)c2=O)c(C)c1 | -3 | -0.1 | 10 | -1 | 2 | 4 | 6 | -4 | -1
CCCOc1ccc(C(=O)C(CN2CCCC2)c2ccccc2)cc1 (stereo not drawn) | -3 | 0.5 | -17 | -3 | -5 | 2 | 1 | -6 | 4
C/C(=N\NC(=S)Nc1cc(S(=O)(=O)N2CCOCC2)ccc1Cl)c1ccc(N2CCOCC2)cc1 | -1 | 6.5 | -2 | 7 | 10 | 0 | 2 | 6 | 3
Cc1cnc(NS(=O)(=O)c2ccc(Cl)cc2)c(Br)c1 | -1 | -1.7 | 7 | 2 | 0 | -2 | 1 | -3 | 2
CCc1ccc(-c2csc(NC(=O)C3=NN(c4ccccc4)C(=O)CC3)n2)cc1 | 1 | -3.2 | -2 | 1 | -4 | 0 | 3 | -1 | -2
COc1nc(N)nc(CC(=O)C2CC2)n1 | 1 | 0.2 | -1 | -5 | 5 | 6 | -1 | 0 | 3
CCOC(=O)CCc1c(C)c(C#N)c2nc3ccccc3n2c1-n1ccnc1C | 2 | -2.0 | -5 | 2 | 2 | 0 | -2 | -3 | 2
CN(c1ccccc1)S(=O)(=O)c1cccc(NC(=O)CN2C(=O)NC3(CCCCC3)C2=O)c1 | -4 | . | . | . | 1 | 4 | . | 6 | 3
CC(C1CC1)N(C(=O)NC1CCS(=O)(=O)C1)c1ccccc1 (stereo not drawn) | -5 | 0.2 | -2 | 0 | -1 | 0 | -1 | -2 | 4
O=C(CNC(=O)c1cccc(F)c1)OCC(=O)N1CCN(C(=O)c2ccco2)CC1 | -2 | -0.9 | 10 | -2 | 0 | 0 | -2 | 0 | 3
C[C@H](NC(=O)Nc1ccc2c(c1)OCCO2)C(=O)O | 1 | -1.6 | -3 | -4 | 1 | 6 | 1 | 1 | 2

Reprinted from the part before: two entries; new compounds follow.
SMILES | PAD4 FP inh | MEX-5 binding | GSTO1 counter | Fam108B inh | MCL1 BIM primary | GLD-1 TGE inh | TPT1 inh | PME-1 primary | BCLXL inh
O=C(CNC(=O)c1cccc(F)c1)OCC(=O)N1CCN(C(=O)c2ccco2)CC1 | -2 | -0.9 | 10 | -2 | 0 | 0 | -2 | 0 | 3
C[C@H](NC(=O)Nc1ccc2c(c1)OCCO2)C(=O)O | 1 | -1.6 | -3 | -4 | 1 | 6 | 1 | 1 | 2
Cc1ccc2c(CC(=O)OCc3nc(N)nc(Nc4ccccc4C)n3)coc2c1 | 3 | -4.0 | 9 | -3 | 2 | -2 | 3 | -3 | -6
Cn1c(NN)nc2sc3c(c2c1=O)CCC3 | -6 | 0.1 | 3 | 6 | 3 | 10 | 2 | 5 | 11
CCOc1ccc(NC(=O)c2cc(S(=O)(=O)N3CCOCC3)cs2)cc1 | -2 | -0.1 | -3 | -2 | 8 | 0 | 3 | 0 | 4
COCCn1c(CCC(=O)O)nc2c1c(=O)[nH]c(=O)n2CC(C)C | -2 | -3.0 | -3 | 0 | -1 | 1 | -3 | -2 | 6
CCSc1sccc1C1C(C#N)=C(N)N(c2cccnc2)C2=C1C(=O)CCC2 (stereo not drawn) | -2 | -0.5 | 11 | 1 | 31 | 12 | -12 | 1 | 31*
COc1ccc(CCCc2nnc(SCC(=O)NN)o2)c(C)c1 | 8 | -0.3 | 0 | -1 | 9 | 5 | -2 | 5 | 0
CSc1nc(=S)n(-c2ccc([N+](=O)[O-])cc2)c(C)c1C(C)=O | -2 | 1.1 | 9 | 4 | 8 | -2 | -2 | -6 | 2

An excerpt from above in order of the MEX-5 binding value, smallest number first:
SMILES | PAD4 FP inh | MEX-5 binding | MCL1 BIM primary | GLD-1 TGE inh | TPT1 inh | PME-1 primary | BCLXL inh
Cc1ccc2c(CC(=O)OCc3nc(N)nc(Nc4ccccc4C)n3)coc2c1 | 3 | -4.0 | 2 | -2 | 3 | -3 | -6
COCCn1c(CCC(=O)O)nc2c1c(=O)[nH]c(=O)n2CC(C)C | -2 | -3.0 | -1 | 1 | -3 | -2 | 6
Cn1c(NN)nc2sc3c(c2c1=O)CCC3 | -6 | 0.1 | 3 | 10 | 2 | 5 | 11
